Assay outcomes from PubChem.
PvdQ acylase = P. aeruginosa PvdQ acylase inhibition; inhibition, % at 10 µM; purified PvdQ acylase, fluorescence plate reader; actives 0.063% (n = 340,000); in the data active = inhibition above about 30%, passing the limit was not always enough;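 also: 0% = vehicle neutral wells and 100% = reference inhibitor wells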
Keap1-Nrf2 PPI = Keap1-Nrf2 (human) interaction inhibition; Q14145; Keap1 Kelch-Nrf2 peptide fluorescence polarization, 1536-well; inhibition, % at 9.4 µM; actives 0.15% (n = 340,000); AID 504523; in the data active = inhibition above about 12%;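 also: human Keap1 Kelch domain with fluorescein labeled Nrf2 9mer peptide probe; 0% = neutral control wells and 100% = peptide positive control; higher means more block of Keap1 binding to Nrf2 peptide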
LANA DNA inh = KSHV C-LANA DNA binding inhibition. actives 0.078% (n = 340,000). inhibition, % at 9 µM. MBP-C-LANA/FAM-LBS DNA binding, fluorescence polarization;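 active = highest replicate inhibition at or above 60% at 9 µM, even if other replicates fall short; inactive = all replicates below 60% inhibition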;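 also: 0% = neutral control wells and 100% = 4 µM acridine orange control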
Cardiac RTF inh = cardiac RTF calcium desensitization; AID 493244; IANBD-labeled cardiac RTF, Ca2+ fluorescence; P19429+P45379; inhibition, % at 7.15 µM; actives 0.12% (n = 340,000);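 active = inhibition above the mean inhibition of all tested compounds plus 3 SD, cut at about 17% in these data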;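 also: assay run at fixed EC70 calcium of 1.6 mM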
DAGLB inhibitor = blocks human DAGLB lipase activity; Q8NCG7; inhibition, % at 5.17 µM; actives 0.059% (n = 340,000); HEK293T DAGLB membrane lysate, EnzChek fluorogenic substrate; in the data active = inhibition above about 34%;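 also: 0% = enzyme with vehicle and 100% = wells lacking enzyme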
Arrestin-AP2 inh = blocks beta-arrestin peptide binding to AP2 adaptin | FITC-arrestin peptide / GST-AP2 beads, flow cytometry; AP2 beta2 appendage carries R879A mutation | inhibition, % at 10 µM | actives 0.31% (n = 340,000);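 active = inhibition above a set limit, near 3 SD of compounds lacking own fluorescence, cut at about 54% in these data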;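 also: plate controls were DMSO wells for no effect and 5 µM unlabelled arrestin peptide for full effect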
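System: GST-AP2 R879A bound to glutathione beads, E. coli-expressed. Also added: 50 nM FITC-arrestin peptide. Schedule: compound with beads 12 min RT, then probe 1 h RT. Signal: bead flow cytometry, FITC channel. Read-out basis: percent response.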
SR-BI uptake up = activators of SR-BI mediated HDL lipid uptake; actives 0.096% (n = 320,000); CHO ldlA[mSR-BI] cells, DiI-HDL uptake fluorescence, 3 h; 100 = double the neutral-control signal; activation, % at 12.5 µM;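 active = mean replicate activation of at least 60% and every replicate at or above 60%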;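 also: 0% = median plate neutral-control signal and 100% = twice that signal; values of inactives mirror those of a sister screen read the other way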
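Test system: SR-BI-overexpressing, LDLR-lacking CHO cells; Also added: labelled HDL, 10 µg/mL; Measured by: bottom-read cell fluorescence after medium removal, ex 550/em 595 nm; Timing: 3 h uptake period with compound, 37 °C; Buffer or medium: F12, 0.5% BSA, 25 mM HEPES; Doses: single compound concentration, delivered by pin transfer.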
PKA-R2B activ = activates the human PKA-R2B holoenzyme complex | P22694+P31323 | PKA-R2B holoenzyme dissociation, Cy5-IP20 fluorescence polarization; R2B truncated from residue 108, S112A mutant; 0% DMSO only, 100% 113 µM cGMP | activation, % at 11.4 µM | actives 0.079% (n = 340,000) | AID 504700;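 active = activation above a cutoff set at the mean over all compounds plus 3 SD, cut at about 18% in these data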;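 also: higher means more holoenzyme dissociation and a rise in polarization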
Target sequence (P31323 whole entry, looked up, other chains not shown, the tested form may be a part): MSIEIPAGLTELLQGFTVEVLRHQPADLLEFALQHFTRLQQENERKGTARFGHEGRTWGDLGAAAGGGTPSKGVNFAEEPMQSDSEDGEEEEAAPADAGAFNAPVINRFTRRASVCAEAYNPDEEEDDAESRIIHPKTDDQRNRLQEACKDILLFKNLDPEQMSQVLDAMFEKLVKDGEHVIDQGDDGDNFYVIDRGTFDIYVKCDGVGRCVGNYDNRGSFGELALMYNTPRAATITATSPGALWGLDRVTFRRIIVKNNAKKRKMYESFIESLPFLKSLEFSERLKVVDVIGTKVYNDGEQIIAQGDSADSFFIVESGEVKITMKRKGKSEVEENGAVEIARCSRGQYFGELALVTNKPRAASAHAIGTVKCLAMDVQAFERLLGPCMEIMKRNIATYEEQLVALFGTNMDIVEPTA
NSD2 inh = inhibitors of human histone methyltransferase NSD2. actives 0.54% (n = 310,000). NSD2 peptide methylation, AlphaScreen, 120 min. inhibition, % at 12.5 µM. AID 743445. O96028; in the data active = inhibition above about 50%
SR-BI DiI inh = mouse SR-BI HDL lipid transfer inhibition; inhibition, % at 12.5 µM; Q61009; actives 0.96% (n = 320,000); ldlA[mSR-BI] CHO cells, DiI-HDL uptake fluorescence, 3 h;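 active = mean replicate inhibition of at least 70% and a set share of replicates each scoring 70 or more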;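 also: 0% = median of neutral control wells and 100% = median of positive control wells; values of inactives mirror those of a sister screen read the other way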
* hit, by the source's call; x = no result given.

cpd | Molecule | DAGLB inhibitor | Keap1-Nrf2 PPI | PKA-R2B activ | NSD2 inh | SR-BI DiI inh
1 | COC(=O)c1ccc2nc3c(cc2c1)[C@@H]1CCN2C(=O)CCC[C@H](C3)[C@H]12 | 2 | 0 | 4 | x | 16
2 | O=C(CSc1nnc(-c2cccnc2)o1)Nc1cccc(F)c1 | 1 | 3 | -1 | -3 | -13
3 | Cc1cccc(NC(=O)CSc2ccc(-c3ccco3)nn2)c1 | -1 | -2 | -6 | 3 | -10
4 | C=CCn1c(NCCc2ccccc2)nc2c1c(=O)n(C)c(=O)n2C | -1 | -2 | -4 | -3 | 3
5 | Cc1cccc2nc(CNC(=O)CC3C(=O)NCCN3Cc3cccc(F)c3)cn12 (configuration not stated) | 1 | -4 | 9 | -3 | -5
6 | O=C1C2C3C=CC(CC3)C2C(=O)N1c1ccc(Cl)cc1Cl (configuration not stated) | -3 | 3 | 1 | 5 | -29
7 | CCOc1ccc(C(C)NC(=O)Cc2ccccc2F)cc1OCC (configuration not stated) | -2 | -1 | -8 | 3 | -9
8 | O=C(c1cc(-c2cccs2)nc2ccccc12)N1CCN(c2ccccc2)CC1 | -3 | -4 | -6 | 1 | 16
9 | S=c1[nH]nc(-c2ccc(Cl)cc2)n1/N=C/C=C/c1ccco1 | x | 1 | x | 20 | -6
10 | CCN(CC)CCNC(=O)Cn1c(=O)c2cccn2c2ccc(F)cc21 | 0 | -4 | 7 | 10 | -25
11 | COc1ccc(-c2onc(C)c2-c2ccccc2)c(O)c1 | 0 | 2 | -10 | 1 | 4
12 | O=C(OCC(=O)N1CCN(c2ccccc2)CC1)C1=COCCO1 | 3 | -3 | 1 | -8 | -12

cpd | LANA DNA inh | PvdQ acylase | Arrestin-AP2 inh | SR-BI uptake up | Cardiac RTF inh
1 | -0.6 | -16 | 11 | -16 | -8
2 | -0.8 | -7 | 15 | 13 | -2
3 | 0.9 | -4 | -5 | 10 | 0
4 | -0.4 | -12 | -2 | -3 | -1
5 | 0.0 | -3 | 16 | 5 | -13
6 | -1.2 | -5 | 5 | 29 | 1
7 | -0.1 | -4 | -10 | 9 | 3
8 | 0.8 | -11 | 9 | -16 | 4
9 | -0.2 | 12 | 20 | 6 | x
10 | -3.5 | -6 | 32 | 25 | -6
11 | 1.6 | 2 | 27 | -4 | -2
12 | 0.5 | -8 | 5 | 12 | -1

Next results
cpd | Molecule | DAGLB inhibitor | Keap1-Nrf2 PPI | PKA-R2B activ | NSD2 inh | SR-BI DiI inh
13 | CCc1cccc(NC(=O)CN(c2ccc(C)cc2)S(=O)(=O)c2c(C)noc2C)c1 | -8 | 0 | 6 | 4 | 12
14 | CN1CCN(CC#CCC2(O)c3ccccc3-c3ccccc32)CC1 | -1 | -1 | -10 | 8 | -11
15 | Clc1ccc(N=C2SCCS2)cc1 | -7 | -3 | -2 | 11 | 12
16 | Cc1nc(Sc2ccc(Cl)cc2)c(C#N)c(C)c1[N+](=O)[O-] | -18 | 2 | -1 | -2 | -16
17 | CCN(CC(=O)Nc1c(F)cccc1F)C(=O)c1ccccc1F | 0 | 1 | -3 | -3 | 21
18 | [O-]/C(=C(\C(=S)Nc1ccc(SC(F)F)cc1)[n+]1cccc(CO)c1)c1ccc(Cl)s1 | 2 | -4 | -4 | 4 | 12
19 | COc1ccc(NS(=O)(=O)c2ccc(N3CCOCC3)c(NC(=O)c3ccco3)c2)cc1 | -1 | 1 | -2 | -3 | 22
20 | COc1ccccc1Oc1ccccc1[N+](=O)[O-] | -2 | 0 | -4 | 5 | 22
21 | CN(Cc1ccsc1)C(=O)CCc1nnc(Cc2c[nH]c3ccccc23)o1 | 0 | 0 | -9 | -1 | 8

cpd | LANA DNA inh | PvdQ acylase | Arrestin-AP2 inh | SR-BI uptake up | Cardiac RTF inh
13 | -0.1 | 0 | 4 | -12 | 0
14 | -0.3 | -8 | 1 | 11 | -10
15 | 1.2 | 6 | 12 | -12 | -7
16 | 0.3 | -10 | 0 | 16 | -4
17 | -1.6 | -2 | -2 | -21 | -5
18 | -1.3 | -10 | 5 | -12 | -5
19 | 16 | -3 | 1 | -22 | -1
20 | -1.1 | -11 | 0 | -22 | -13
21 | 1.1 | -12 | -2 | -8 | -13

An excerpt from above, limited to Cardiac RTF inh:
no.	compound	Cardiac RTF inh
7	CCOc1ccc(C(C)NC(=O)Cc2ccccc2F)cc1OCC (configuration not stated)	3
17	CCN(CC(=O)Nc1c(F)cccc1F)C(=O)c1ccccc1F	-5

Rewritten with two lines to a compound: entries from further up
Each structure is followed by: DAGLB inhibitor | Keap1-Nrf2 PPI | PKA-R2B activ | NSD2 inh | SR-BI DiI inh | LANA DNA inh | PvdQ acylase | Arrestin-AP2 inh | SR-BI uptake up | Cardiac RTF inh
(12) O=C(OCC(=O)N1CCN(c2ccccc2)CC1)C1=COCCO1
→ 3 | -3 | 1 | -8 | -12 | 0.5 | -8 | 5 | 12 | -1
(5) Cc1cccc2nc(CNC(=O)CC3C(=O)NCCN3Cc3cccc(F)c3)cn12 (configuration not stated)
→ 1 | -4 | 9 | -3 | -5 | 0.0 | -3 | 16 | 5 | -13
(7) CCOc1ccc(C(C)NC(=O)Cc2ccccc2F)cc1OCC (configuration not stated)
→ -2 | -1 | -8 | 3 | -9 | -0.1 | -4 | -10 | 9 | 3
